Source: PubChem (National Center for Advancing Translational Sciences (NCATS))
AMA1-RON2 inh – AMA1-RON2 (P. falciparum) interaction inhibition. AlphaScreen AMA1-biotinylated RON2 peptide binding. Potency, µM (highest dose often 58.2 µM), without a hit: at the top dose activity change, negative = inhibition, usual class: inhibitors. hit rate 0.2% among 360,000;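 further: potency means the concentration at half of the fitted maximal effect; 0% = vehicle wells and -100% = peptide control; nearly all actives have a fitted effect of over 45% in size; some results filed as inactive show a strong effect at the top dose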
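AMA1 (3D7) with his tag at 25 nM final met compounds first, then biotinylated RON2 peptide at 25 nM; detection used donor plus acceptor beads, 10 µg/mL apiece, read by AlphaScreen after 30 min at room temperature.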
Tb PYK inh – inhibitors of Trypanosoma brucei pyruvate kinase; Q57TT1; Potency, µM (doses to about 76.8 µM), inactives show top-dose activity, negative = inhibition, hits mostly inhibitors; AID 624173; hit rate 0.12% among 410,000; TbPYK enzyme, Kinase-Glo Plus ATP luminescence, 45 min; further: potency means the concentration at half of the fitted maximal effect; nearly all actives have a fitted effect of over 50% in size
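Activity of T. brucei pyruvate kinase was followed by Kinase-Glo Plus luminescence after the enzyme reacted 45 min at room temperature with 130 uM ADP (final) and substrate. Test compounds were added before ADP at multiple concentrations.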
LmPK inhibitor – LmPK (Leishmania mexicana) enzyme inhibition. purified LmPK, Kinase-Glo ATP luminescence, 1 h. Potency, µM (top dose mostly 57.5 µM), inactives show top-dose activity change, negative = inhibition, hits mostly inhibitors. hit rate 0.37% among 290,000. AID 1721; further: potency means the concentration at half of the fitted maximal effect
Target sequence (Q27686 whole entry, looked up): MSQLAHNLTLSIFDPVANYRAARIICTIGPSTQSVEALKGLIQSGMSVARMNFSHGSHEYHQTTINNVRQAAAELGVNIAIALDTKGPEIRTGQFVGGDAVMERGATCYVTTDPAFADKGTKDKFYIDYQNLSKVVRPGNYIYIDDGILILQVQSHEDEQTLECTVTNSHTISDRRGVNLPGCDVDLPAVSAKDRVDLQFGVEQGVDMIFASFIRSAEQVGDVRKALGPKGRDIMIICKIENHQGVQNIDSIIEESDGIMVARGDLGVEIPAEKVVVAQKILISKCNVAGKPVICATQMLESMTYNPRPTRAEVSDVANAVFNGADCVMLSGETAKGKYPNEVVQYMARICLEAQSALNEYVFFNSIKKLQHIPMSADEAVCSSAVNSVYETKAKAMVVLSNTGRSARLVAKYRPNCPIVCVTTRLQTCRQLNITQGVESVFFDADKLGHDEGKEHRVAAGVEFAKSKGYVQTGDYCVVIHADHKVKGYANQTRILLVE
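Screened at intermediate enzyme activity to detect both inhibitors and activators: LmPK at 0.1 nM, with a 0.5 nM enzyme column as activation reference. PEP 0.5 mM, ADP 0.1 mM; ATP detected by luminescence after 1 h.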
HCMV antiviral – inhibitors of human cytomegalovirus. HFF cells, HCMV-luciferase reporter, 72 h; hits give low values. activity change, negative = inhibition, % at 57.5 µM. hit rate 4.5% among 410,000; in the data active means activity change below about -60%; inconclusive means no clear call, values can overlap the other calls; inactive means above about -39%
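Inhibition of viral replication was scored as loss of reporter luminescence in HFFs infected with HCMV-luciferase (MOI 1 PFU/cell) for 72 h; compounds tested at 2 doses, normalized to buffer and Salinomycin controls.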
Sm TGR inh – inhibitors of Schistosoma mansoni thioredoxin glutathione reductase; purified TGR, DTNB reduction, TNB absorbance 405 nm; Q962Y6; Potency, µM (titrated, usually from 114 µM), without a hit: at the top dose activity change, negative = inhibition, usual class: inhibitors; hit rate 3% among 360,000; further: potency means the concentration at half of the fitted maximal effect; nearly all actives have a fitted effect of over 60% in size
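TGR 20 nM + NADPH 100 uM (dispensed conc.), cpd preinc 15 min RT; start with NADPH (500 uM addition) then DTNB (15 mM addition). Kinetic TNB absorbance, 405 nm filter. Four-parameter Hill fit across titration.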
AmpC inh detg – inhibitors of E. coli AmpC beta-lactamase with detergent | P00811 | AmpC hydrolysis of nitrocefin, absorbance 480 nm, 0.01% Triton | Potency, µM (series often up to 114 µM), for the others: at the highest dose activity change, negative = inhibition, hits mostly inhibitors | hit rate 0.041% among 370,000 | AID 485294;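 further: potency means the concentration at half of the fitted maximal effect; 0% = no-compound wells and -100% = no-enzyme wells; nearly all actives have a fitted effect of over 25% in size; some results filed as inactive show a strong effect at the top dose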
Target sequence (P00811 whole entry, looked up): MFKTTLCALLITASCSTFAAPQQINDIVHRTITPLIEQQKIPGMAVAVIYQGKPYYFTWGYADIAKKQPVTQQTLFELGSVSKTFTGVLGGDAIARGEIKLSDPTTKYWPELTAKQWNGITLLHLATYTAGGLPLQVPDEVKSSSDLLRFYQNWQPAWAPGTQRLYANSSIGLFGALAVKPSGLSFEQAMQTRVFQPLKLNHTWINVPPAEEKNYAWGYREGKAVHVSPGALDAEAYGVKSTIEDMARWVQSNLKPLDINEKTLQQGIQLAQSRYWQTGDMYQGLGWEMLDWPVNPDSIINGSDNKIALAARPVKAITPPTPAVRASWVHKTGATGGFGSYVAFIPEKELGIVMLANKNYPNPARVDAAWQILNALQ
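AmpC (5.3 nM in the dispensed reagent) in 20 mM phosphate pH 7.0 with 0.01% (detergent screen) or 0.0001% Triton X-100 was preincubated with compounds for 15 min at room temperature. Nitrocefin was then added from an 800 uM solution, and hydrolysis was followed at 480 nm.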
AmpC no deterg – inhibitors of E. coli AmpC beta-lactamase without detergent | AID 485341 | hit rate 0.52% among 330,000 | AmpC nitrocefin hydrolysis, absorbance 480 nm, 0.0001% Triton | P00811 | Potency, µM (titrated, usually from 57.1 µM), for the others: at the top dose activity change, negative = inhibition, hits mostly inhibitors;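 further: potency means the concentration at half of the fitted maximal effect; plate controls were no compound for no effect and no enzyme for full effect; nearly all actives have a fitted effect of over 20% in size; some results filed as inactive show a strong effect at the top dose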
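AmpC (5.3 nM in the dispensed reagent) in 20 mM phosphate pH 7.0 with 0.01% (detergent screen) or 0.0001% Triton X-100 was preincubated with compounds for 15 min at room temperature. Nitrocefin was then added from an 800 uM solution, and hydrolysis was followed at 480 nm.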
* hit, by the source's call; ? = inconclusive; nt = no result given; [ ] = remark or other dose. Unless noted, the call rests on the fitted dose curve; in most records, active means well fitted curve in the direction sought with a large enough effect; inconclusive means small, poorly fitted or top-dose-only effect, or another doubt; inactive means no such curve, though single readings can be large; an effect the other way counts as inactive or inconclusive. Unless noted, on the % scale 0 is the no-effect control and ±100 the full control effect.

SMILES	AMA1-RON2 inh	Tb PYK inh	LmPK inhibitor	HCMV antiviral	Sm TGR inh	AmpC inh detg	AmpC no deterg
NS(=O)(=O)c1ccc(NC(=O)CN2CCc3ccccc32)cc1	6%	-2%	2%	16	-24%	-2%	-40%
CCN1C(=O)C2(C(C#N)=C(N)Oc3n[nH]c(-c4ccc(Cl)cc4)c32)c2ccccc21 (stereo unspecified)	5%	-2%	-1%	?	6%	-1%	-1%
COc1cc(NC(=O)CC(C)n2nc(C)cc2C)cc(OC)c1 (stereo unspecified)	nt	-6%	nt	12	1%	19%	nt
CNS(=O)(=O)c1ccc(CNC[C@H]2O[C@@H](n3cc(C)c(=O)[nH]c3=O)C[C@@H]2O)cc1	6%	-4%	nt	15	nt	nt	nt
Cc1ccc2[nH]c3c(NCc4ccccc4)ncnc3c2c1	12%	-2%	1%	?	-1%	-9%	-29%
CC(NC(=O)C1CCC(C)(C(=O)O)C1(C)C)c1ccccc1 (stereo unspecified)	-1%	-20%	-1%	19	-17%	-8%	-17%
CN1CCN(S(=O)(=O)c2ccc(CNC(=O)c3ccccc3)s2)CC1	-10%	0%	0%	-36	10%	-3%	-10%
CCCc1cc(=O)[nH]c(SCC(=O)c2c[nH]c3ccccc23)n1	20%	-11%	-1%	47	-2%	0%	-12%
Cc1ccc(NCc2nnc(SCC(=O)N3c4ccccc4Sc4ccccc43)o2)c(C)c1	-21%	-9%	-9%	-6	2%	?	-27%
CCc1cccc(NC(=O)CSc2nnc(Cc3ccc(OC)cc3)c(=O)[nH]2)c1	0%	-5%	nt	-7	-2%	?	-31%
CCOc1ccccc1N1C(=O)CC(=O)NC1=O	-2%	-5%	8%	0	?	?	-16%
CC(C)N(C(=O)Cn1cc(S(=O)(=O)Cc2ccc(C(F)(F)F)cc2)c2ccccc21)C(C)C	nt	0%	nt	-22	8%	9%	nt

Reformatted: three of the compounds above.
Compound,AMA1-RON2 inh,Tb PYK inh,LmPK inhibitor,HCMV antiviral,Sm TGR inh,AmpC inh detg,AmpC no deterg
CCc1cccc(NC(=O)CSc2nnc(Cc3ccc(OC)cc3)c(=O)[nH]2)c1,0%,-5%,nt,-7,-2%,?,-31%
CCOc1ccccc1N1C(=O)CC(=O)NC1=O,-2%,-5%,8%,0,?,?,-16%
CC(C)N(C(=O)Cn1cc(S(=O)(=O)Cc2ccc(C(F)(F)F)cc2)c2ccccc21)C(C)C,nt,0%,nt,-22,8%,9%,nt

Later entries:
SMILES	AMA1-RON2 inh	Tb PYK inh	LmPK inhibitor	HCMV antiviral	Sm TGR inh	AmpC inh detg	AmpC no deterg
CCOc1ccc(C(=O)NCC2(c3ccccc3)CCOCC2)cc1	4%	1%	-3%	-16	8%	-14%	75%[activator]
CCc1ccc(C(=O)NNC(=O)CN2C(=O)NC(CC)(c3ccccc3)C2=O)cc1 (stereo unspecified)	93%[activator]	-6%	nt	6	-4%	?	-25%
CCOc1ccc(CCNC(=O)c2ccc(=O)[nH]c2)cc1OCC	20%	-9%	1%	-38	3%	5%	-11%
CCN1C(=O)NC(=O)/C(=C\c2cn(CC(=O)O)c3ccccc23)C1=O	nt	nt	-2%	nt	?	-3%	-12%
CCOC(=O)c1ccc2[nH]c(C)c(C)c2c1	-5%	4%	nt	1	nt	nt	nt
COc1cc(NC(=O)c2cccnc2)c(OC)cc1NC(=O)c1ccc(Br)cc1	-10%	3%	4%	nt	-6%	3%	12%
CC(C)NS(=O)(=O)c1ccc(NCCCn2ccnc2)c([N+](=O)[O-])c1	-9%	2%	-2%	-3	3%	2%	-6%
Cc1cccc(NC(=O)C2CCCCN2S(=O)(=O)c2ccccc2)c1C (stereo unspecified)	2%	2%	nt	5	nt	nt	-22%
N#Cc1cnc(SCC(=O)N2CCCCC2)nc1N	-3%	-3%	nt	-30	nt	nt	nt
O=C(CCSc1ccccc1)OCn1nnc2ccccc2c1=O	-16%	-5%	-1%	?	-34%	-10%	-9%
CC(C)(C)OC(=O)N1CCC(C(=O)Nc2ccc(C(=O)NC3CC3)cc2)CC1	6%	3%	nt	-27	nt	nt	nt
COc1ccc(CCNC(=O)Cn2nnc(-c3cccc(C(F)(F)F)c3)n2)cc1OC	nt	-1%	nt	5	-5%	-1%	nt
Cc1nn2c(-c3cccc(NC(=O)c4ccco4)c3)nnc2c2ccccc12	-9%	1%	-1%	?	-15%	?	326%[activator]
CCN1CCN(c2ccc(S(=O)(=O)N3CCCCC3)cc2NC(=O)c2cccc(NC(C)=O)c2)CC1	75%[activator]	1%	nt	-6	-10%	-5%	34%
COC(=O)c1sc2nc(CSc3nc4ccc(C)cc4[nH]3)[nH]c(=O)c2c1C	0%	-7%	6%	?	-22%	-11%	-15%
Cc1c(Cl)cccc1-n1nc(C)c2c(C)cc(=O)n(CC(=O)N3CCCc4ccccc43)c21	nt	3%	nt	-21	-7%	-6%	nt
CC1CCN(c2c(NCc3ccc(C(=O)N4c5ccccc5CC4C)cc3)c(=O)c2=O)CC1 (stereo unspecified)	6%	-10%	3%	-25	-17%	?	-13%
CCc1ccccc1NC(=O)c1noc2c1CC(C(C)(C)C)CC2 (stereo unspecified)	nt	-1%	nt	-10	8%	24%	nt
Cc1ccc(-n2ncc(C(=O)Nc3ccc(Cl)cc3)c2C2CCNCC2)cc1C	9%	10%	0%	-70*	-10%	3%	-13%
Cc1cccc(Nc2ncc(NC(=O)c3cccc(F)c3)c(Nc3cccc(C)c3)n2)c1	nt	-1%	nt	-32	2%	22%	nt
O=C(C(=O)N1CCN(Cc2ccc3c(c2)OCO3)CC1)c1c[nH]c2ccccc12	3%	1%	3%	-6	-18%	-5%	64%[activator]
O=C(CNc1ccccc1-c1ccccc1)NCc1ccccc1	0%	3%	-1%	?	0%	-5%	-12%
COC(=O)N/N=C/c1cn(CCCOc2ccccc2)c2ccccc12	-13%	1%	5%	70	-22%	-10%	-2%
CCCCN(C(=O)c1ccc(Cl)c(S(=O)(=O)N2CCOCC2)c1)c1c(N)n(CCC)c(=O)[nH]c1=O	1%	1%	0%	-33	11%	-2%	-8%
CC(Sc1cccc[n+]1[O-])C(=O)Nc1cccc(S(=O)(=O)N2CCOCC2)c1 (stereo unspecified)	1%	-2%	-1%	29	-4%	2%	-11%
Cc1ccc(C(C(=O)NC2CCCCC2)N(C(=O)CCCC(=O)Nc2ccccn2)c2ccc3c(c2)OCCO3)cc1 (stereo unspecified)	5%	-2%	1%	-63*	0%	4%	56%
COc1ccccc1C(C)NCC(=O)NC(=O)NCc1ccco1 (stereo unspecified)	46%[activator]	-2%	nt	2	-20%	?	-27%
O=C(CN(C(=O)CCC(=O)Nc1nccs1)c1cccc(F)c1)NCCc1ccccc1	-2%	2%	5%	-88*	1%	?	-17%
CC(=O)N1CCCc2cc(S(=O)(=O)N3CCC(C(=O)NCc4cccc(C)c4)CC3)ccc21	nt	3%	nt	-3	-2%	-2%	nt
N#C/C(=C\c1ccccc1OCc1ccc(C(=O)O)cc1)C(=O)Nc1ccc(O)cc1	9%	0%	4%	-32	-9%	2%	-24%
Cn1ncc(Br)c1C(=O)N/N=C/c1ccc(OS(=O)(=O)c2ccccc2)cc1	2%	-2%	1%	12	8%	-11%	-7%
Cc1cccc(NC(=O)CN2CCN(C(=O)c3cccc(-n4cnnn4)c3)CC2)c1C	-2%	-17%	nt	-28	-6%	9%	-23%
CCOC(=O)C1CCCN(S(=O)(=O)c2ccc(S(=O)(=O)N(CC)CC)cc2)C1 (stereo unspecified)	2%	0%	10%	-70*	3%	-5%	69%[activator]
COc1ccc(N(CC(=O)N/N=C/c2cc(Br)c(C)o2)S(=O)(=O)c2ccc(NC(C)=O)cc2)cc1	28%	3%	1%	40	?	-7%	-10%
COC(=O)[C@@]12CCCCN1[C@H](c1ccc(-c3ccc(C(C)=O)cc3)c(OC)c1)[C@@H]1C(=O)N(C)C(=O)[C@@H]12	-6%	-7%	nt	59	?	7%	216%[activator]
CCS(=O)(=O)Nc1ccc(-c2nc3cccnc3s2)cc1	-1%	-10%	-27%	16	8%	7%	-22%
COc1cccc(N=Nc2ccc(O)c3ncccc23)c1	-46%	-19%	-1%	-100*	-19%	?	-40%
O=C1CCN(Cc2ccc(Br)cc2)CCN1[C@H](CO)c1ccccc1	-2%	-4%	2%	17	8%	0%	146%[activator]
Cc1cccc2nc(CSc3nc4cc([N+](=O)[O-])ccc4s3)cn12	-8%	-12%	5%	1	-20%	-19%	-22%
COc1cc(OC)c2c(c1)O[C@@H](c1ccc(OC)c(OC)c1)[C@H](O)C2	13%	4%	8%	41	2%	?	51%
Cc1ccc(C(=O)O/N=C\c2ccc(N3CCOCC3)c([N+](=O)[O-])c2)cc1	17%	-3%	1%	-14	20%	-12%	-25%
COc1ccc(N2C(=O)C(CC(=O)Nc3ccccc3)N(Cc3cccs3)C2=O)cc1 (stereo unspecified)	21%	5%	3%	28	-16%	-4%	-12%
COc1ccc(C2=NS(=O)(=O)N(C)C(C(=O)N3CCC(C(N)=O)CC3)=C2)cc1	14%	-10%	-2%	29	-18%	-18%	1%
COc1ccccc1NC(=O)CSc1nnc(CC(=O)Nc2ccccc2F)n1C	4%	0%	5%	8	0%	-6%	1%
COc1cc(C(=S)N2CCOCC2)cc(OC)c1OS(=O)(=O)c1ccc(NC(C)=O)cc1	-6%	9%	0%	3	-15%	-3%	6%
Cc1cc([N+](=O)[O-])cc(C)c1OCC(=O)N/N=C/c1ccc(OC(=O)c2ccccc2Br)cc1	-28%	-5%	0%	-12	-7%	-6%	-37%
COc1cccc(Nc2nnc(-c3cc4ccc(O)cc4oc3=O)s2)c1	nt	-3%	nt	16	7%	4%	nt
COc1cc(OC)cc(C(=O)N2CCN(c3ccccc3F)CC2)c1	-17%	6%	10%	-35	20%	?	6%
COc1ccccc1C1(CC(=O)O)CCOC(C)(C)C1 (stereo unspecified)	-12%	3%	15%	-10	0%	-14%	-26%
O=C1CCCCCCC1Sc1ccccc1[N+](=O)[O-] (stereo unspecified)	-23%	?	5%	30	7%	-5%	-20%
CN(C)c1ccc(/C=N/N=C(N)N)cc1[N+](=O)[O-]	-4%	0%	0%	?	nt	?	-29%
CCOC(=O)Nc1ccc(C)cc1NC(=O)OCC	0%	4%	-4%	0	-2%	-14%	-23%
CC(C)n1cnc2cc(NCc3ccco3)ccc21	?	-20%	-2%	62	0%	2%	-42%
